Source: PubChem
mcGAS inh: blocks mouse cGAS activity; 160,000 tested, 0.15% active; recombinant cGAS, Kinase-Glo ATP depletion luminescence; inhibition, % at 12.5 µM; Q8C6L5;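 note: 0% = negative control wells and 100% = reference inhibitor with no enzyme activity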
NPYLR7 ag: activates Aedes aegypti NPYLR7 receptor. HEK293T NPYLR7/Galpha15, GCaMP6s calcium fluorescence. activation, % at 10 µM. 270,000 tested, 0.15% active. AID 1259423; in the data active = activation above about 40%;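 note: 0% = vehicle and 100% = reference agonist at the receptor; some compounds past the cut are filed as inactive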
hcGAS lum: blocks human cGAS activity. Q8N884. recombinant h-cGAS, ATP depletion, Kinase-Glo luminescence. inhibition, % at 12.5 µM. 290,000 tested, 0.081% active. AID 1259398;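 note: 0% = vehicle reaction and 100% = reaction without DNA for no activity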
Target sequence (Q8N884 whole entry, looked up): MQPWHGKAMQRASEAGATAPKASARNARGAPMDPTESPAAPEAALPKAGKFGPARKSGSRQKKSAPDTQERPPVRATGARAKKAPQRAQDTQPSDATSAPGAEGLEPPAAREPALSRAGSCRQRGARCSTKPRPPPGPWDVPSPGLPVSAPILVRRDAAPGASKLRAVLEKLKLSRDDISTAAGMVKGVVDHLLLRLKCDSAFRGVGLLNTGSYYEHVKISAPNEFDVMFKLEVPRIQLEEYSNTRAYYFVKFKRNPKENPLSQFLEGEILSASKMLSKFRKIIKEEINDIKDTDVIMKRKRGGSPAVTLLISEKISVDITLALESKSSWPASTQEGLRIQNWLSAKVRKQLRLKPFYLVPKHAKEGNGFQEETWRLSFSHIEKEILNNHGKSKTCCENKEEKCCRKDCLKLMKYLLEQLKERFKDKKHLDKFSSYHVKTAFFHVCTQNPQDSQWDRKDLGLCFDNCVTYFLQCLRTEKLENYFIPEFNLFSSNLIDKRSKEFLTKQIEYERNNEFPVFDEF
* hit, by the source's call; / = not tested or not shown; & = joins results of further samples. Cut-off read from the data, not from the text of the source, unless noted: active = inhibition above about 40%; inactive = the rest.

Molecule	mcGAS inh	NPYLR7 ag	hcGAS lum
CC1CCCCC1OCCNC(=O)c1c(Br)c2ccccc2n1C (configuration not stated)	/	11	-6
O=C(NCCN1CCOCC1)c1coc(CN(Cc2ccccc2)Cc2ccc(C(F)(F)F)cc2)n1	-5	15	-2
Cc1cc(NC(=O)COC(=O)c2oc3ccccc3c2C)no1	-7	16	-19
CCOc1ncccc1CN1CCCC(C(=O)Nc2cccc(OC)c2)C1 (configuration not stated)	-2	-1	-3
CC(=O)c1cccc(N2C(=O)/C(=C/c3ccc([N+](=O)[O-])cc3)C=C2c2ccccc2)c1	-1	0	-2
CN(Cc1cc(-c2ccncc2)no1)Cc1cnc(N(C)C)s1	-11	7	-4
COCCN1CC(CO)C2(CCN(Cc3cccs3)CC2)C1 (configuration not stated)	-6	/	-14
COc1ccc(NC(=O)CSc2ccc(-c3sc(-c4cccs4)nc3C)nn2)cc1OC	-7	8	-6
Cc1ccc2cccc(OC(=O)C=Cc3ccc(F)cc3)c2n1	/	-9	-2
CCCC(Nc1nc(CCN)nc2sc(C)c(C)c12)c1nccn1C (configuration not stated)	/	-3	-6
CCc1nc2ccc(C(=O)N3CCN(C(C)=O)CC3)cn2c1N(C)Cc1ccc(OC)cc1	-3	-6	-9
CC(C)(C)c1nc(SCC(=O)N2CCN(S(C)(=O)=O)CC2)n[nH]1	/	-3	2
O=C(c1n[nH]c2c1CCCC2)N1CCC(c2[nH]ncc2-c2ccccc2)CC1	-9	/	-9
CCC(=O)NCc1cccc(-c2ncc(-c3cccc(OC)c3)[nH]2)c1	-8	-1	-8
COc1ccc(-c2nc(NC(=O)CN3CCCC3C)n[nH]2)c(OC)c1 (configuration not stated)	/	-6	-12
COc1ccc(NC(=O)N2CCN(c3nc(Cc4ccc(C)cc4)ns3)CC2C)cc1 (configuration not stated)	-6	-2	-3
Cc1ccsc1CN(Cc1ccc2c(c1)OCO2)C(=O)CN(C(=O)Cc1ccccc1)C1CC1	-3	1	-4
O=C(Nc1ccc(N2CCCC2=O)c(F)c1)c1ccncc1	/	-4	1
CCOC(=O)C1=C(C)N=c2s/c(=C\c3ccc(C(C)C)cc3)c(=O)n2C1c1ccc(N(C)C)cc1 (configuration not stated)	-3	-14	-4
COC(=O)C1=C(C)NC(C)=C(C(=O)OC(C)C)C1c1cccc2nonc12 (configuration not stated)	/	-3&2	-4&-6

Further results:
Molecule	mcGAS inh	NPYLR7 ag	hcGAS lum
N#CCOc1cccc(CNC(=O)C2SCCc3sccc32)c1 (configuration not stated)	/	0	-8
COCCCN(CC(=O)N(CCc1c[nH]c2ccccc12)Cc1ccc(C(F)(F)F)cc1)C(=O)C(C)Cl (configuration not stated)	0	4	1
O=C(c1cc(N2CCN(c3cccc(C(F)(F)F)c3)CC2)nc2ccccc12)N1CCC1	-8	/	-9
COCCN(Cc1ccc(OS(C)(=O)=O)cc1)C(=O)Nc1cccc(Cl)c1	-5	-4	-9
Cc1ccccc1-c1nc2ccc(Cl)cn2c1NC1CCCCC1	-8&-2	3&14	-4&-6
COc1cccc(C(=O)N2CCN(c3cc(Oc4ccccc4C)ncn3)CC2C)c1 (configuration not stated)	-3	-10	1
CC(=O)C(C)n1c(=O)c2c(nc3n(-c4cc(C)cc(C)c4)c(C)c(C)n23)n(C)c1=O (configuration not stated)	/	0	-3
Fc1ccc(Br)cc1C=C(Cl)c1nnc(-c2cccs2)o1	/	11	-8
Cc1ccccc1C(=O)N1C(C(=O)O)COC12CCN(C(=O)c1ccc(Cl)cc1)CC2 (configuration not stated)	-5	9	-3
CCOC(=O)C1(Cc2ccccc2)CCN(Cc2ccc(N3CCNC3=O)cc2)CC1	-7	16	-4
Cc1cc(C)n(CC(C)NCc2n[nH]c3c2CCCCC3)n1 (configuration not stated)	/	2	-7
Cc1cccc(C(=O)NCC2(O)CCC2)c1O	/	3	-10
COc1ccc(Cn2ncc(Cl)c(Cl)c2=O)cc1F	/	4	-5
N#Cc1c(NC(=O)c2ccc([N+](=O)[O-])cc2Cl)sc2c1CCCC2	-8	5	-6
CCCCS(=O)(=O)N1C[C@@H]2CN(C(=O)C3CC3)C[C@]2(C(=O)O)C1	-11	3	-5
CNC(=O)Cn1nc(C2CC2)c2cnn(-c3ccccc3)c2c1=O	/	-1	0
COc1cc2c(cc1OC)[C@@H](c1ccccc1)CN(C)CC2	-6	1	4
Cc1nc2c(c(N(C)C)n1)CCN(C(=O)c1ccc(C#CC(C)(C)O)cc1)C2	-14	6	-7
COc1ccccc1OCc1nc(CN(C(=O)c2ccc(Cl)cc2)C2CC2)cs1	-1	-11	4
CC(OC(=O)c1ccc(Cl)c(S(C)(=O)=O)c1)C(=O)c1ccc2c(c1)CCC2 (configuration not stated)	-5	7	-7

The listing continues:
Molecule	mcGAS inh	NPYLR7 ag	hcGAS lum
CN1C(C(=O)N2CCCCC2)=CC(c2cccs2)=NS1(=O)=O	/	2	-1
COc1ccccc1CN(CCc1c[nH]c2ccccc12)C(=O)CN(Cc1ccc(F)cc1)C(=O)CC(C)(C)C	-6	13	-9
COc1ccc(NC(=O)NCCCn2nc(-c3ccco3)ccc2=O)c(OC)c1	/	2	-1
Cc1cc(C)c(NC(=O)CN2CCCC2c2ccc3c(c2)OCCCO3)c(Cl)c1 (configuration not stated)	/	-3	1
CCCCOc1ccc(S(=O)(=O)Nc2ccccc2C(=O)Nc2cc(C)cc(C)c2)cc1	-7	-1	-7
NO	-1	-6	3
CC(C)c1noc(C(C)S(=O)(=O)c2ccc(O)cc2)n1 (configuration not stated)	-6	5&5	-10&-10
Cc1nc(-c2ccccn2)sc1C(=O)NCCN1CCCC(C)C1 (configuration not stated)	-5	2	-8
CCC(Sc1nc(C)cc(C)n1)C(=O)Nc1nnc(C)s1 (configuration not stated)	-7	0	-3
CCN(CC)S(=O)(=O)c1ccc(CN2C(=O)C3(CC(=O)N(CC(=O)N(C)C)C3=O)c3cc(OC)ccc32)cc1 (configuration not stated)	-5	-10	-3
COC(=O)Nc1nc2ccc(Sc3ccccc3)cc2[nH]1	-5	-6&-5	-2&-9
CCCNC(=O)c1cc(-c2cccs2)nc2c1c(C)nn2C1CCS(=O)(=O)C1 (configuration not stated)	-7	2	-6
CN1CCCC(C)(C(=O)Nc2cccc3c2CCCC3)C1 (configuration not stated)	/	0	-18
C=CCn1c(SCC(=O)N2CCOCC2)nnc1-c1ccccc1F	-4	-3	-5
Cc1sc2ncnc(N/N=C\c3ccncc3)c2c1C	1	12	-3
c1nc(N2CCCCCC2)c2cn[nH]c2n1	/	12	0
O=C(Nc1cnc2n1CCCC2)C1CCOC1 (configuration not stated)	/	24	-3
CCOc1ccccc1C(=O)Nc1cc(-c2ccc(Cl)cc2)nn1-c1ccc(OC)cc1	-5	22	-2
Nc1ncccc1CN1CCCC1c1ccc(F)cc1 (configuration not stated)	/	-3	-2
COCCN(Cc1cccs1)C(=O)c1cc2ccccn2n1	-3	2	-1

An excerpt from above in order of molecular weight, high to low.
Molecule	mcGAS inh	NPYLR7 ag	hcGAS lum
CCOc1ccccc1C(=O)Nc1cc(-c2ccc(Cl)cc2)nn1-c1ccc(OC)cc1	-5	22	-2
COc1ccc(NC(=O)NCCCn2nc(-c3ccco3)ccc2=O)c(OC)c1	/	2	-1
CN1C(C(=O)N2CCCCC2)=CC(c2cccs2)=NS1(=O)=O	/	2	-1

Carrying on:
Molecule	mcGAS inh	NPYLR7 ag	hcGAS lum
Cc1cc(Nc2cc(CN3CCOCC3)c3nc(C)c(Cc4ccc(Cl)cc4F)n3n2)n[nH]1	-8	-4	-6
O=C(CN1CCN(c2cnccn2)CC1)Nc1nnc(-c2ccccc2)o1	/	5	1
Cc1nc(C)c(Cc2ccccc2Cl)c(N2CCN(C(=O)COc3ccccc3)CC2)n1	-8	3	-3
CCN(CC)c1cc(=O)n2c(n1)SCCC2	/	-3	-6
CN1CCc2nc3sc(C(=O)NCCc4ccccc4)c(N)c3cc2C1	/	26	-4
CC(N=Cc1ccc([N+](=O)[O-])cc1)C1COc2ccccc2O1 (configuration not stated)	/	1	-9
CCOC(=O)C(c1cc(OC)ccc1OC)C1C=CC(NC(=O)c2cccc(SC(F)F)c2)C1 (configuration not stated)	-5	0	-5
COc1ccc2c(C)cc(SCC(=O)N3CCCCC3C)nc2c1 (configuration not stated)	/	3	-5
Cc1ccc(CN2CCN(Cc3cccn3-c3cccnc3)CC2CCO)o1 (configuration not stated)	-13	11	-7
Fc1ccc(-c2nnn(CCCc3nc(C4CC4)n[nH]3)n2)cc1	-9	1	-3
Cc1ccc2ccccc2c1CN(N=Nc1nonc1C)c1nonc1C	/	-1	-6
COc1ccc(-c2nc(N(CCC(=O)NCc3cccc(C(F)(F)F)c3)Cc3ccco3)c3ccccc3n2)cc1	0	-19	4
Cc1cc2c(cc3c(=O)n(CC(=O)NC(C)C)ncn32)s1	-4	9	-4
C=CCN(CC#Cc1ccccc1)C(=O)c1cnccc1C	/	-5	-9
Cc1sc2ncc(C(=O)N3CCC4(CCCN(C)C4=O)C3)c(=O)n2c1C (configuration not stated)	/	11&4	1&-3
CC1=CC(C)(C)N=C(Nc2nc(C)c3cc(C)cc(C)c3n2)N1	-3	2	-1
Cc1ccc2c(c1)CCCN2CC(=O)N(C)CC(=O)NC1CC1	/	5	-14
CCCCN1CCN(c2nc3c(c(=O)[nH]c(=O)n3C)n2CCCc2ccccc2)CC1	/	2	8
CC(C)c1ccc(-n2c(CCC(=O)NCCC#N)cc3c2-c2ccccc2OC3)cc1	-7	1	-1
CNc1ccc(-c2ccc(C(=O)N3CCOCC3)cc2)cn1	/	0	-31

New compounds follow:
Molecule	mcGAS inh	NPYLR7 ag	hcGAS lum
CC1CCCCN1C1CN(Cc2ccccc2OCCO)C1 (configuration not stated)	/	6	-5
COCCNCc1nc2sc3c(c2c(=O)[nH]1)CCCC3	-2	0	-3
c1cc(CNc2ccn3nccc3n2)ccn1	/	1	-5
Cc1ccc(C2CC(=O)c3cnc(N4CCOCC4)nc3C2)cc1 (configuration not stated)	/	14	-9
Cc1ccccc1-c1cnnc(NCCCn2cccn2)n1	/	2	-8
Cc1cc(C(=O)Nc2nn(C)c3c2CC(C)C(=O)N3)c(C)o1 (configuration not stated)	-11	-14	-5
CC1CCCCN1c1cc(C(F)(F)F)nc(SCc2ccc(C(=O)NCc3cccnc3)o2)n1 (configuration not stated)	-2	2	3
CC(C)CNC(=O)NC(=O)CN1CCN(C(=O)C2CC2)CC1	-3	7	-6
Cc1cc(C)n(CCNC(=O)CC(=O)Nc2ccccc2C)c(=O)n1	-12	-4	-8
O=c1[nH]c(CNCc2ccco2)nc2scc(-c3cccc(Cl)c3)c12	/	17	2
COc1ccc(-n2ncc3c2CCN(C(=O)Cc2ccc(C(F)(F)F)cc2)C3)cc1	/	1	6
Cc1nn(-c2ccccc2)c(C)c1C(=O)N1CCN(CC(=O)N2CCCCCC2)CC1	-5	3	-1
CCCCCCc1cc2cc(-c3nnc(-c4ccccc4)o3)c(=O)oc2cc1OC(C)=O	-5	10	-3
Cc1cc(N/C=C(/Br)C(=O)C(F)(F)F)no1	/	2	1
N#Cc1nncn1CCOc1ccc(Br)cc1	-4	3	-5
Cc1ncccc1C(=O)NC1CCCN(C2CCN(C)CC2)C1 (configuration not stated)	/	3	1
COC(=O)c1ccc(CSc2nc3c(c(=O)n2-c2ccc(OC)c(OC)c2)SCC3)o1	0	-8	6
COCCc1nc2ccc(C(=O)NCc3c(C)nn(-c4ccc(F)cc4)c3C)cc2o1	-11	16	-10
O=C(C=Cc1cc2c(cc1[N+](=O)[O-])OCO2)Nc1cccc(C(F)(F)F)c1	/	1	-10
Cc1ccccc1C1c2ccsc2CCN1C(=O)CN(C(=O)c1ccc(Br)cc1)C1CCCCC1 (configuration not stated)	-4	17	-2

Later entries
Molecule	mcGAS inh	NPYLR7 ag	hcGAS lum
O=C(NCc1ccccn1)Nc1cccc(Cn2nc3ccccn3c2=O)c1	/	3	-2
COc1ccc(Cn2ccnc2CN(C(=O)CC(C)C)C(C)C)cc1	-6	5	5
NC(=O)NC(CC(=O)N(Cc1ccccc1)C1CC1)c1cccc(Br)c1 (configuration not stated)	/	1	-3
CC1=CC[C@@H]2CN(C(=O)CCNC(=O)c3ccccc3F)C[C@@H]2C1	/	-4	-2
COc1ccc(NC(=O)CCC2CCN(C(=O)C3CC=CCC3)CC2)c(OC)c1 (configuration not stated)	/	-1	-4
CN1CCCn2nc(C(=O)N3CCCC(C(=O)c4ccccn4)C3)cc2C1 (configuration not stated)	-11	13	-9
CCNc1nn(CC(=O)Nc2ccc(C)cc2C)c(N)c1-c1nc(-c2ccccc2C)no1	-8	/	-4
Cc1ccc(-c2nc(C(=O)Nn3cnc4scc(-c5cccs5)c4c3=O)cs2)cc1	/	4	-4
CCN(CC(=O)Nc1ccccc1C(F)(F)F)C(=O)CCN1C(=O)COc2ccccc21	/	-7	-6
COc1ccc(N2CCN(C(=O)CCc3ccccc3)C(C)C2=O)cc1OC (configuration not stated)	0	-7	-3
O=C(c1cncc(-c2ccc(F)cc2Cl)n1)N1CCCCC1	/	-7	4

Single values from the entries so far:
`O=C(NCc1ccccn1)Nc1cccc(Cn2nc3ccccn3c2=O)c1` in hcGAS lum → -2
`COc1ccc(NC(=O)CCC2CCN(C(=O)C3CC=CCC3)CC2)c(OC)c1` (configuration not stated) in hcGAS lum → -4
`CN1CCCn2nc(C(=O)N3CCCC(C(=O)c4ccccn4)C3)cc2C1` (configuration not stated) in mcGAS inh → -11
`CCNc1nn(CC(=O)Nc2ccc(C)cc2C)c(N)c1-c1nc(-c2ccccc2C)no1` in hcGAS lum → -4
`CC1=CC[C@@H]2CN(C(=O)CCNC(=O)c3ccccc3F)C[C@@H]2C1` in NPYLR7 ag → -4
`CCN(CC(=O)Nc1ccccc1C(F)(F)F)C(=O)CCN1C(=O)COc2ccccc21` in NPYLR7 ag → -7
`COc1ccc(Cn2ccnc2CN(C(=O)CC(C)C)C(C)C)cc1` in mcGAS inh → -6

Rows are unselected (roughly 0.29% active in at least one column).
